# Screening results as filed in PubChem BioAssay.
# VHR inh abs = inhibitors of human VHR1 phosphatase (DUSP3); P51452; recombinant VHR phosphatase, pNPP absorbance; inhibition, % at 13.3 µM; 0.52% of 290,000 active; in the data active = inhibition above about 50%; also: some compounds called inactive have numbers as strong as hits
# Target sequence (P51452 whole entry, looked up): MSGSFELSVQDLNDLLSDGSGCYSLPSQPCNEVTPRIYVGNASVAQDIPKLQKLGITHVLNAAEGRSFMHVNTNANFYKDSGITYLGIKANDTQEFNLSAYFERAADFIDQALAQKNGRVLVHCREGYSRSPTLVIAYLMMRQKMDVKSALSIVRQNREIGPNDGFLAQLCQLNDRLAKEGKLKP
# SARS 3CLpro inh = SARS-CoV 3CLpro protease inhibition | P0C6X7 | recombinant SARS-CoV 3CLpro, quenched FRET peptide cleavage | inhibition, % at 6 µM | 0.14% of 290,000 active; in the data active = inhibition above about 12%
# SSB-PriA inh = blocks PriA binding to SSB C-terminal tail | AlphaScreen SSBct-PriA binding, biotinylated peptide | inhibition, % at 33 µM | 0.6% of 430,000 active | AID 1272365; in the data active = inhibition mostly above about 37%, no sharp cut-off; inactive = mostly below about 20%;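 also: plate controls were negative control peptide for no effect and reference peptide for full effect; strong numbers were not always called active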
# MazEF act = MazEF (E. coli) toxin RNase activation | FAM/BHQ RNA-DNA oligo cleavage fluorescence, 5 h | activation, % at 20 µM | 0.32% of 350,000 active; in the data active = activation above about 50%
# Target sequence (P0AE70 whole entry, looked up): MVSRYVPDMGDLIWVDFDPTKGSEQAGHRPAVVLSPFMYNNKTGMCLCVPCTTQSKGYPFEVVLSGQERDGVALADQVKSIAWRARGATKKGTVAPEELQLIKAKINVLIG
# Rv3671c inh = Rv3671c (M. tuberculosis) protease inhibition | 0.048% of 320,000 active | AID 2606 | inhibition, % at 5.96 µM; in the data active = inhibition above about 38%;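 also: extracellular domain of Rv3671c used as enzyme; 0% = enzyme with DMSO and 100% = no enzyme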
# Target sequence (P9WHR9 whole entry, looked up, the tested form may be a part): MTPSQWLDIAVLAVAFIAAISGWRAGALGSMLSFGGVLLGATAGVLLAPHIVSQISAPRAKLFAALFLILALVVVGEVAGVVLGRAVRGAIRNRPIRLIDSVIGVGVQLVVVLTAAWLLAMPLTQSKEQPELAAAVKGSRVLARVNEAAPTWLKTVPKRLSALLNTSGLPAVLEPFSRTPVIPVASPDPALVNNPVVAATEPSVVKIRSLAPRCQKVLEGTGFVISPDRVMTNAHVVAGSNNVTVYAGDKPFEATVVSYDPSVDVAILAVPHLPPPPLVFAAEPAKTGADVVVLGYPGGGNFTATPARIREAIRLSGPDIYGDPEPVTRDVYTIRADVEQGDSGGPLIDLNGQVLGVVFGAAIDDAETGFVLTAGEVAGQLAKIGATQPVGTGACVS
# Y pestis TopoI = inhibitors of Yersinia pestis topoisomerase I; 0.064% of 360,000 active; activity, % at 10 µM; AID 504884; Y. pestis Topo-I cleavage product accumulation, plate reader; in the data active = activity above about 50%, passing the limit was not always enough; also: inactives centre near 2
# TcdB GH inh = blocks C. difficile toxin B glycohydrolase activity; inhibition, % at 9.99 µM; TcdB glycohydrolase enzymatic assay, plate reader; 0.24% of 350,000 active; in the data active = inhibition above about 10%
# CCHFV vOTU inh = blocks the CCHF virus ovarian tumor domain protease; CCHFV vOTU protease, Pep-AMC fluorescence; inhibition, % at 11.5 µM; AID 651958; 0.55% of 370,000 active; in the data active = inhibition above about 30%; also: 0% = vehicle wells with enzyme and 100% = no enzyme wells
# PrPC TRFRET = reduces human prion protein on the cell surface. 0.43% of 370,000 active. cell surface PrPC, TR-FRET read-out. inhibition, % at 13.8 µM. AID 720596; in the data active = inhibition above about 24%; also: 0% = median of the test wells and 100% = reference compound wells
# BH1578 lux ind = quorum light induction in luxS cqsA deficient V. cholerae. V. cholerae BH1578 lux reporter, luminescence, 6 h. activation, % at 18.7 µM. 0.16% of 350,000 active; in the data active = activation mostly above about 9.7%, no sharp cut-off; also: not every result past the cut was called active; inactives centre near 0; reference of the scale not given here
# Active calls of the source: *; i = inactive; . = not tested or not shown; & = joins results of further samples.
SMILES	VHR inh abs	SARS 3CLpro inh	SSB-PriA inh	MazEF act	Rv3671c inh	Y pestis TopoI	TcdB GH inh	CCHFV vOTU inh	PrPC TRFRET	BH1578 lux ind
Cc1ccc(S(=O)(=O)n2ccc3c(OCCOCCSCC(NC(=O)OC(C)(C)C)C(=O)O)cccc32)cc1 (stereo not given)	11	9	12	-2	-15	8	-0.6	38*	-5	-18
COc1c2c(nc3ccccc13)OC(C(C)(O)CO)C2 (stereo not given)	27	2	5	-1	-4	0	0.8	4	0	i
CCOC(=O)C1=C(N)Oc2cc(C)oc(=O)c2C12C(=O)N1c3c(cccc32)C(C)=CC1(C)C (stereo not given)	-11	0	2	1	2	16	.	3	6	2.7
CC(C)NS(=O)(=O)c1ccc(NC(=S)NC(=O)c2ccc(-c3ccccc3)cc2)cc1	21	3	-12	-1	-66	27	.	-2	3	-12
CC(C)(C)[C@@H]1COC(=O)[C@H](Cc2ccc(F)cc2)C/C=C\C[C@H](CC(=O)N(CCO)Cc2ccccc2)C(=O)N1	.	.	9	2	3	12	-3.7	5	5	i
CCN(c1ccccc1)S(=O)(=O)c1cccc(C(=O)NCC(c2ccco2)N2CCCC2)c1 (stereo not given)	-9	-3	-1	-6	7	10	1.6	4	0	.
O=C(NC(Cc1ccccc1)C(=O)O)c1ccccc1 (stereo not given)	-4	-5	-8&-7	9	1	-1	.	0	1	i
O=C1OCc2ccc(NC(=O)C3CCCCC3)cc21	2	4	-14	9	-1	-2	-0.8	-3	6	-0.6
O=C(CSc1ncccn1)Nc1ccc(S(=O)(=O)N2CCCCC2)cc1	21	2	-6	2	-1	5	.	-1	6	-0.6
O=C1CCCCCN1CP(=O)(O)CCc1ccccc1	-14	2	0	4	-3	6	0.3	-10	0	0.2
CCOc1ccc(N(CC)C(=O)c2cn(CC)c(=O)c3cc(OC)c(OC)cc23)cc1	26	4	-11	5	2	8	0.8	-4	6	i
N#Cc1cnc(SCC(=O)NNC(=O)COc2cccc3ccccc23)nc1N	-1	7	-7	0	-10	-5	0.8	10	-1	-0.8
COc1ccccc1CN(Cc1cc2cc(C)cc(C)c2[nH]c1=O)Cc1nnnn1CC1CCCO1 (stereo not given)	34	-4	-5	-7	3	25	1.2	0	-2	-0.4
Cc1ccc(S(=O)(=O)N2CCCCC2)c2nsnc12	64	-7	5	8	0	11	0.4	3	-22	-0.1
O=C(c1cc(COc2ccc3c(c2)CCCC3)on1)N1CCCC1	15	0	.	.	3	26	-1.0	-1	7	-0.2
COc1ccccc1CNS(=O)(=O)c1cccc(S(=O)(=O)N2CCOCC2)c1	11	1	7	-4	3	9	.	0	-1	.
COc1cccc(C2c3c(oc4ccc(Cl)cc4c3=O)C(=O)N2c2cc(C)on2)c1OC (stereo not given)	30	2	-10	4	-8	4	.	-9	3	i
CC(C)c1cccc(OCC(=O)Nc2ccc(S(=O)(=O)Nc3ccccn3)cc2)c1	-3	3	0	1	-16	21	-1.0	2	3	-0.1
C/C(=N\Nc1ccccc1)c1c(O)n(Cc2ccccc2)c(=O)[nH]c1=O	18	1	.	3	-4	4	.	-6	5	-0.4
Cc1c(/C(O)=C2/C(=O)C(=O)N(CCN3CCOCC3)C2c2ccco2)cnn1-c1ccccc1 (stereo not given)	.	.	.	2	.	7	-2.0	-5	9	1.8
Nc1ccc2nn(-c3ccc(Cl)cc3)nc2c1	19	0	-7	8	-7	-9	-1.0	-128	-5	i
CC(Oc1ccccc1)C(=O)Nc1c2c(nn1-c1ccccc1)CS(=O)(=O)C2 (stereo not given)	18	-2	0	2	-1	4	1.2	1	1	-0.1
O=S(=O)(c1cccc(C(F)(F)F)c1)N1CCC(CO)(CCCc2ccccc2)CC1	9	7	-23	4	-5	31	-0.1	21	2	i
CC(=O)C1=C(NC(=O)c2ccccc2F)C[C@@H]2[C@H]1C2(C)C	24	1	-25	-3	-18	5	.	16	-3	-0.6
CC(=O)c1cccc(NC(=O)CSc2nc(N3CCCCC3)nc(N3CCCCC3)n2)c1	35	4	-10	-4	1	9	0.8	3	0	-0.2
CCC(C)NC(=O)CCS(=O)(=O)c1ccc2c(c1)n(C)c(=O)c(=O)n2C (stereo not given)	2	2	-11	7	0	-1	1.4	-1	-4	-0.2
N=C1N(c2ccccc2)C(=S)C(=Nc2ccccc2)N1c1ccccc1	.	.	3	12	.	-8	0.6	8	-5	1.1
COc1ccc(-c2cc(C)no2)cc1S(=O)(=O)N1CCCCC1	-27	2	-8	6	-8	6	1.9	3	-1	-0.7
C=C(C)CNC(=O)c1ccc2nc(Cc3ccc(OC)cc3)oc2c1	-20	3	-2	-12	-1	14	1.5	6	-1	-0.6
COc1cc(C=C2C(=O)c3ccccc3C2=O)cc(OC)c1	13	1	0	5	-4	2	0.9	-6	-8	-1.2

# One compound at a time (already shown). Order of values: VHR inh abs | SARS 3CLpro inh | SSB-PriA inh | MazEF act | Rv3671c inh | Y pestis TopoI | TcdB GH inh | CCHFV vOTU inh | PrPC TRFRET | BH1578 lux ind
# COc1cc(C=C2C(=O)c3ccccc3C2=O)cc(OC)c1 reads 13 | 1 | 0 | 5 | -4 | 2 | 0.9 | -6 | -8 | -1.2
# CC(=O)C1=C(NC(=O)c2ccccc2F)C[C@@H]2[C@H]1C2(C)C reads 24 | 1 | -25 | -3 | -18 | 5 | . | 16 | -3 | -0.6
# CCN(c1ccccc1)S(=O)(=O)c1cccc(C(=O)NCC(c2ccco2)N2CCCC2)c1 (stereo not given) reads -9 | -3 | -1 | -6 | 7 | 10 | 1.6 | 4 | 0 | .
# Cc1ccc(S(=O)(=O)n2ccc3c(OCCOCCSCC(NC(=O)OC(C)(C)C)C(=O)O)cccc32)cc1 (stereo not given) reads 11 | 9 | 12 | -2 | -15 | 8 | -0.6 | 38* | -5 | -18
# CC(C)(C)[C@@H]1COC(=O)[C@H](Cc2ccc(F)cc2)C/C=C\C[C@H](CC(=O)N(CCO)Cc2ccccc2)C(=O)N1 reads . | . | 9 | 2 | 3 | 12 | -3.7 | 5 | 5 | i

# (cont.)
SMILES	VHR inh abs	SARS 3CLpro inh	SSB-PriA inh	MazEF act	Rv3671c inh	Y pestis TopoI	TcdB GH inh	CCHFV vOTU inh	PrPC TRFRET	BH1578 lux ind
CN(C)c1nnnn1-c1ccc(Cl)cc1	-3	-2	-9	6	3	6	0.2	4	1	-0.2
CN(C)c1ccc(CSc2ccccc2)cc1	.	.	-2	2	.	-9	2.0	-5	4	i
Cc1cc(Cl)ccc1NS(=O)(=O)c1c(C)[nH]c(=O)[nH]c1=O	5	2	8	-1	.	-3	0.0	-1	0	i
CCOc1ccc(S(=O)(=O)N(C)CC(=O)NCc2ccccn2)cc1Cl	14	-3	-1	7	-1	-8	2.8	17	3	-0.2
CC(O)[C@H]1CN=C(N)N1CCc1cc(C(F)(F)F)cc(C(F)(F)F)c1 (stereo not given in full)	22	.	19	6	3	-11	0.6	-8	-2	-1.2
Cc1ccc(Nc2ccccc2)nn1	1	4	-9	3	3	0	0.8	3	2	i
CSCCC(NS(=O)(=O)c1ccc2c(c1)OCCO2)C(=O)N(C)Cc1ccccc1F (stereo not given)	.	.	3	3	-9	32	1.2	6	1	-3.4
Cc1ccccc1NC(=S)Nc1ccc(Br)cc1	-4	1	-5	3	-1	-2	-0.8	-7	1	i
CC1CCCC(NC(=O)COC(=O)CCC(=O)c2cccs2)C1C (stereo not given)	.	.	-6	1	-2	23	1.3	12	0	0.8
Cc1n[nH]c(C)c1N=Nc1ccc(Br)cc1	18	9	22	3	-8	-9	1.9	6	11	-0.3
OC(CNC1CCCCC1)C(F)(F)F (stereo not given)	10	1	-8	-5	2	7	3.0	8	8	-1.5
CCOc1ccc(C(C)=O)cc1CSc1nnc(-c2ccncc2)n1CCOC	4	2	-11	-1	-7	-5	-0.3	7	-11	-0.3
COc1ccc(-n2nc3c(c2NC(=O)Cc2cccc(C)c2)CS(=O)C3)cc1 (stereo not given)	-4	-4	-13	1	-1	-2	0.4	8	1	-0.3
CNc1ccc([N+](=O)[O-])cc1	.	.	-11	9	4	-4	0.0	9	2	i
Cc1ccc(NC(=O)C2CCCN2C(=O)OC(C)(C)C)cc1C (stereo not given)	4	3	-3	5	0	4	0.8	23	-8	i
COC(=O)c1cn(CCOc2ccccc2OC)c2ccccc12	3	3	-60	7	-4	25	.	-7	12	-0.6
N#Cc1cc(-c2ccccc2)nc(Oc2ccc(Cl)cc2)n1	-10	1	-1	-11	-16	2	.	7	-2	-0.3
Cc1ccc(Oc2c(C=O)c3ccccc3n2C)cc1	22	1	-76	0	-10	8	.	-2	11	i
Cc1ccc(S(=O)(=O)N[C@H](C(=O)OCC(=O)N2N=C(c3ccc(Cl)cc3)CC2c2ccco2)C(C)C)cc1 (stereo not given in full)	17	4	-8	-10	-7	34	0.8	5	-5	-0.3
O=S1(=O)N=C(Nc2ccc(O)cc2)c2ccccc21	15	1	2	-3	-6	3	4.8	-11	-4	-0.3
COc1ccc(C(=O)OC2C[C@H]3CC[C@H](C2)N3C)cc1OC (stereo not given in full)	.	.	-11	10	1	-2	0.5	-2	4	-3.6
COc1ccc(N2C(=O)CC(n3cnc4ccccc43)C2=O)cc1 (stereo not given)	-21	7	-8	-4	6	-3	.	-1	0	-1.4
CC(=O)c1cccc(S(=O)(=O)Nc2ccc(N3CCOCC3)cc2)c1	-4	5	7	-17	5	8	-60	17	5	-0.3
O=C(COC(=O)c1ccc(NC(=O)C2CC=CCC2C(=O)O)cc1)c1ccccc1 (stereo not given)	19	-5	8	-10	0	-6	-1.2	-2	-1	i
CCCNC(=O)Cc1ncn[nH]1	15	-3	5	4	-6	6	.	1	-3	i
Cc1cc(C)c(C#N)c(N2CCC(C(N)=O)CC2)n1	2	5	-5	1	-7	-2	1.1	-6	2	-0.3
COc1ccc(N/N=C(/Oc2ccc([N+](=O)[O-])cc2)C(C)=O)cc1	13	4	.	14	0	3	.	9	-10	i
C=CCS(=O)(=O)N1CCCC(N(C)CCc2ccc(OC)c(OC)c2)C1 (stereo not given)	36	-3	-2	7	-3	3	-0.6	-7	4	-0.5
O=C(Nc1ccc2c(c1)CCC2)c1cccc(S(=O)(=O)N2CCN(c3ccc(F)cc3)CC2)c1	38	1	-5	-2	-73	1	-0.3	0	0	.
Cc1ccc(OCC(=O)O/N=C(\N)c2ccncc2)cc1C	27	-5	i	2	2	13	0.2	8	6	-0.1
Cc1ccc(-c2nnc(N3CCN(C(=O)Cn4c(=O)n(C)c5ccccc54)CC3)c3ccccc23)cc1	27	-1	-1	7	10	16	.	-4	4	-0.2
CC(C)c1ccc2nc(N)sc2c1	-10	1	-1&8	1	10	3	0.5	-4	-6	6.5
CC(C)c1ccc(C(=O)OCC(=O)Nc2cccc(S(=O)(=O)NC3=NCCC3)c2)cc1	.	.	.	5	.	38	-9.9	25	10	-0.6
O=C1NCC(CN(c2ccccc2)c2ccccc2)O1 (stereo not given)	-29	-4	1	0	3	10	.	18	0	12
Cc1ccc(-c2ccc(S(=O)(=O)N3CC(C)OC(C)C3)cc2)cc1 (stereo not given)	17	-5	12	5	4	-1	0.9	1	-4	-2.1
CCN(CC)S(=O)(=O)c1cc(NC(=O)C2CC(=O)N(Cc3ccccc3)C2)ccc1Cl (stereo not given)	.	.	2	1	-2	29	-2.3	-7	7	i
C=CC(=O)Nc1cccc(Oc2ccnc(Nc3ccc(N4CCN(C)CC4)cc3)n2)c1	.	.	61*	7	.	-34	-22	-4	-5	i
CCN=C1SC(C(=O)Nc2cccc(C(=O)O)c2)CC(=O)N1CC (stereo not given)	-1	2	-10	2	-4	8	.	1	3	-0.4
Cc1cc(N2CCCC2)ccc1NC(=O)CN1C(=O)NC2(CCCCC2)C1=O	.	.	28	1	4	3	0.4	1	2	-0.4
COc1ccccc1NS(=O)(=O)NC(=O)c1cn(C)c2ccccc12	-9	-2	1	0	-2	1	0.2	21	-8	i
Cc1sc(CO)c(Sc2ccccc2)c1C(=O)O	6	4	.	.	4	.	1.3	-9	2	.
COc1ccc(CNC(=O)CN2CCN(c3ccccc3)CC2)cc1	17	-3	-9	-2	-2	5	3.4	-1	-2	i

# A portion of the library, so the mix of outcomes need not match the whole.
